12-LOX inh: inhibitors of human 12S-lipoxygenase ALOX12; P18054; purified 12hLO, xylenol orange hydroperoxide absorbance; Potency, µM (top dose mostly 108 µM), inactives show at the highest dose activity change, negative = inhibition, usual class: inhibitors; 1.1% of 580,000 active; active means well fitted inhibition curve with a large enough effect; inconclusive means small, poorly fitted or top-dose-only effect, or another doubt; inactive means no such curve, though single readings can be large or run the other way
Target sequence (P18054 whole entry, looked up): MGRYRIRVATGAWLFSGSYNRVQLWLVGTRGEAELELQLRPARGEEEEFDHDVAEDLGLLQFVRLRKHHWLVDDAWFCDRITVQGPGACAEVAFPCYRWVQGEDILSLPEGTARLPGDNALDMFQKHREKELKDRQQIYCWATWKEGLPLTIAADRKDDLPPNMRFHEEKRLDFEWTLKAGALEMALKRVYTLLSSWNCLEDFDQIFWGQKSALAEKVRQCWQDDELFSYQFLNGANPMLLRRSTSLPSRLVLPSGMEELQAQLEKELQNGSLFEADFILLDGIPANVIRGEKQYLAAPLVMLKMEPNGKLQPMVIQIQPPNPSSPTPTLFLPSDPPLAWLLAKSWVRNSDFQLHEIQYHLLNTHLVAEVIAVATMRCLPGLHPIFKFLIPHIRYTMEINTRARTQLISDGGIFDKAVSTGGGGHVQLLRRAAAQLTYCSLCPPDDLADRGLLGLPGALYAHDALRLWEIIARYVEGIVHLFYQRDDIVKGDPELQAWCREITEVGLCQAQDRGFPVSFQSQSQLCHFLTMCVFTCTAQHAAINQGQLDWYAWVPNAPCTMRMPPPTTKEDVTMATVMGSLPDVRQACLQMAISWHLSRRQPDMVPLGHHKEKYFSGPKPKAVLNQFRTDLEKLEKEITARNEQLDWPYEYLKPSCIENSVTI
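Purified human 12hLO (150 nM final) in 25 mM Hepes, 0.01% Triton X-100, pH 7.0 was preincubated 15 min at room temperature with compound. Then 40 uM arachidonic acid was added, 30 min. Hydroperoxide was read by Fe-XO absorbance ratio 573/405 nm.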
Numbers without * were called inactive; ? = inconclusive; & = joins results of further samples; [ ] = remark or other dose. On the % scale 0 is the no-effect control and ±100 the full control effect; potency means the concentration at half of the fitted maximal effect. An excerpt; the hit share may differ from the screen's.

SMILES	12-LOX inh
COCCc1noc([C@@H]2CN(Cc3ccc4c(c3)CCO4)C[C@H]2CO)n1	18.9%
O=C(Nc1ccc(OC(F)(F)F)cc1)C(=O)c1c[nH]c2ccccc12	-3.8%
CCOC(=O)c1cnn(-c2cc(C)nc3c(-c4ccc(Cl)cc4Cl)c(C)nn23)c1N	7.0%
Fc1ccc(-c2csc(-c3ccsc3)n2)cc1F	?
CCOC(=O)C1=C(C)NC2=C(C(=O)CC(C)(C)C2)C1c1ccc(-c2ccccc2)cc1 (stereo unspecified)	19.6%[57.4 µM]
COc1ccc(CNc2cc(-c3ccoc3)ncn2)c(OC)c1	?
O=C(Nc1nnc(C2CC2)s1)C1CC(c2cccc(F)c2)=NO1 (stereo unspecified)	-16.5%
O=C(/C=C(\Nc1ccc(Cl)c(Cl)c1)c1ccccc1)c1ccccc1	0.4%
CC(OC(=O)c1cc(S(C)(=O)=O)ccc1Cl)C(=O)Nc1nc(-c2ccccc2)cs1 (stereo unspecified)	0.9%
NC(=O)NNC(=S)NC12CC3CC(CC(C3)C1)C2	?
Cc1cccc(NC(=O)C(C#N)=C2CCCC2)c1	20.5%
O=C(c1ccccn1)N1CC(Oc2ccc3c(c2)OCO3)C1	-1.0%[6.33 µM]
CCN(C)C(=O)CC1=CSC2=NC(C)=C(C(=O)OC(C)(C)C)C(c3ccc(Cl)cc3)N12 (stereo unspecified)	48.4%[activator]
C[C@]1(CO)C2CC[C@@H](O)[C@@H](CC(=O)N3CCC[C@H]3CO)[C@]2(C)CC[C@H]1OC(=O)Nc1cccc(C(F)(F)F)c1 (stereo partly specified)	30.5%
COc1ccc(-c2nc3ccc(C)cc3c(C(=O)O)c2C)cc1	-13.4%
CCC(C(=O)Nc1sccc1C#N)c1ccccc1 (stereo unspecified)	-11.6%
CN(C)C(=O)c1cccnc1N1CC2CC(C1)[C@H]1CCCC(=O)N1C2 (stereo partly specified)	13.5%
Cc1ccc(C)c(OCn2ccc(C(=O)NCc3cn(C)nc3C)n2)c1	-31.3%
CCC[C@H]1[C@@H](NS(=O)(=O)Cc2ccccc2)CC[C@@]23CCCN2C(=O)CCC[C@@H]13	11.6%
CC(=O)O[C@H]1C[C@@H]2CC[C@@]1(C)C2(C)C	-0.9%[176 µM]
COc1cc(OC)cc(C(=O)NC2CCN(c3cc(-c4ccc(F)cc4)[nH]n3)CC2)c1	11.0%
C[C@@H]1CN(C(=O)c2ccc3c(c2)NC(C)(COCC2CC2)CO3)C[C@H](C)O1 (stereo partly specified)	-28.8%[176 µM]
Cc1ccc(-n2nc(-c3c(C)nc4scc(CC(=O)NC(C)C)n4c3=O)cc2C)cc1	8.1%
CCc1ccc(-c2cc(C(F)(F)F)n3nc(C(=O)NCc4cnn(C)c4)cc3n2)s1	-0.8%
C[C@H](CO)N1C[C@H](C)[C@@H](CN(C)C(=O)Cc2ccccc2)OCc2cn(nn2)CCCC1=O	-2.0%
CN(Cc1ccccc1C(F)(F)F)Cc1cccn1C	56.4%&51.9%[activator][176 µM]
CN(Cc1cccnc1)c1ccc(-c2nc(COc3ccccc3)no2)cn1	72.1%[activator]
Cc1ccc(S(=O)(=O)N2CC3C(=O)C[C@@H](c4ccccc4)N(S(=O)(=O)c4cccc(Cl)c4)C3CC2c2ccccc2)cc1 (stereo partly specified)	-2.5%
O=C(c1sc2cccc(F)c2c1Cl)N1CCC2(CC1)OCCO2	31.7%[activator]
O=C(NCc1ccccc1)[C@@H]1CCCN1C(=O)[C@H]1CCCN1C(=O)c1cccs1	-4.5%
COCc1nc(C2CCN(C(=O)N(C)C)C2)no1 (stereo unspecified)	22.6%
COc1ccccc1-c1cnc(N)nc1-c1ccc(OCc2ccc(F)cc2)cc1O	17.5%
Cn1nc(C2CCCN(C(=O)CCc3ccccc3)C2)n(-c2ccccc2)c1=O (stereo unspecified)	25.0%
COC(=O)[C@@H]1Cc2ncn(Cc3ccc(Cl)cc3)c2CN1S(=O)(=O)c1cccc2c(N(C)C)cccc12	56.4%[activator]
O=c1cc(-c2ccc(Cl)cc2)sc2nnc(-c3ccccc3F)n12	-12.0%
O=C(COc1ccc(-n2cnnn2)cc1)Nc1cccc(S(=O)(=O)N2CCOCC2)c1	-8.1%
CCN1CCN(c2nc(Nc3ccc(C)cc3)c3nccnc3n2)CC1	-5.3%
Cc1cccc(CN2CCN(Cc3cc(=O)oc4cc(C)ccc34)CC2)c1	?
CC(C)c1ccc(-c2nc(C3CC(=O)N(c4ccc(F)c(Cl)c4)C3)no2)cc1 (stereo unspecified)	9.7%
COCCNC(=O)C[C@@H]1C[C@H]2O[C@H](CNC3CCCCC3)[C@@H](O)[C@H]2O1	-12.4%[176 µM]

The final five records of the part above are carried over, then new ones follow:
SMILES	12-LOX inh
O=C(COc1ccc(-n2cnnn2)cc1)Nc1cccc(S(=O)(=O)N2CCOCC2)c1	-8.1%
CCN1CCN(c2nc(Nc3ccc(C)cc3)c3nccnc3n2)CC1	-5.3%
Cc1cccc(CN2CCN(Cc3cc(=O)oc4cc(C)ccc34)CC2)c1	?
CC(C)c1ccc(-c2nc(C3CC(=O)N(c4ccc(F)c(Cl)c4)C3)no2)cc1 (stereo unspecified)	9.7%
COCCNC(=O)C[C@@H]1C[C@H]2O[C@H](CNC3CCCCC3)[C@@H](O)[C@H]2O1	-12.4%[176 µM]
O=C(NCc1cccnc1Oc1ccc(F)c(F)c1)C1(Cn2cccn2)CC1	6.2%
COC(=O)CC(NC(=O)Cc1cccc(OC)c1)c1cccs1 (stereo unspecified)	-51.2%
COc1cc(SC)ccc1C(=O)Oc1cccc(F)c1	-2.9%
CCCNC(=O)c1cccc2c1CCN2C(=O)Nc1cccc(C)c1	29.5%
Cn1c(CN2CCCN(S(=O)(=O)N3CCCC3)CC2)nnc1C1CC(N)C1 (stereo unspecified)	16.4%
Cc1c(CC(=O)NCc2ccc(F)cc2)c(=O)oc2cc(O)ccc12	-20.4%
COC(CNC(=O)C(C)(C)C)c1ccccc1 (stereo unspecified)	6.7%
COCCNC(=O)Cn1ccn2nc(-c3ccc(F)cc3)c(CO)c2c1=O	39.3%[activator]
CC(c1nc2ccccc2s1)N(C)C(=O)c1cccc(S(=O)(=O)Nc2cccc(Cl)c2)c1 (stereo unspecified)	-16.3%
COc1ccc(-c2cnc3n[nH]c(-c4ccc(OC)c(F)c4)c3n2)cn1	-26.2%[176 µM]
O=C(Nc1ccccc1)c1occc1-c1ccccc1	-12.1%
CCNC(=O)[C@@H]1[C@@H](CO)[C@@H]2Cn3c(cccc3=O)[C@@H]2N1Cc1cccc(F)c1	?
Cc1cc(C)cc(OCCC(=O)Nc2c(C)noc2C)c1	1.2%
CC(=O)c1ccccc1NC(C(=O)Nc1c(C)cccc1C)C1CCCC1 (stereo unspecified)	3.4%
CCCOc1c(Cl)cc(C(=O)N(Cc2sccc2C)C2CCS(=O)(=O)C2)cc1Cl (stereo unspecified)	-3.4%
COc1ccccc1CN1CCC2(CC1)CCN(C(C)=O)CC2	-5.4%[57.4 µM]
Cc1csc(CNC(=O)c2ccccn2)n1	14.4%
O=C1Nc2ccccc2CC12CCCN(CC1CCCCC1)C2 (stereo unspecified)	5.5%[6.33 µM]
CCc1nc(-c2c3n(c(=O)n(CC(=O)Nc4ccc(C)cc4C)c2=O)CCCCC3)no1	13.2%
CC(C)CCNC(=O)c1c(OCC2CC2)cc(=O)n2c1CCCCC2	?

2 of the compounds above, field by field:
CCc1nc(-c2c3n(c(=O)n(CC(=O)Nc4ccc(C)cc4C)c2=O)CCCCC3)no1
  12-LOX inh: 13.2%

CC(C)CCNC(=O)c1c(OCC2CC2)cc(=O)n2c1CCCCC2
  12-LOX inh: ?

More structures.
SMILES	12-LOX inh
O=C(Cn1nc2c(cc1=O)CCCC2)Nc1ccc(F)c(F)c1F	39.4%[activator]
O=C(COCC1CCCCO1)N1CCn2nc(Cc3ccccc3)cc2C1 (stereo unspecified)	24.4%
CC1(c2ccccc2)N(Cc2cccnc2)C(=O)OC12CCN(C(=O)COc1ccccc1C(N)=O)CC2 (stereo unspecified)	63.9%[activator]
C=C(C)Cn1c(SCC(N)=O)nc2c1c(=O)[nH]c(=O)n2C	-1.9%
COCCS(=O)(=O)c1ncc(CN(CCO)Cc2ccccc2)n1Cc1ccccc1	39.9%[activator]
CC(NC(=O)c1cn(C)nc1-c1ccc2c(c1)OCCCO2)C1CC1 (stereo unspecified)	-22.3%
O=C(CN1CCN(c2ccccc2)CC1)N1N=C(c2cc3ccccc3o2)CC1c1ccco1 (stereo unspecified)	?
N#CCCn1c(=O)c(-c2ccccc2)nc2cnc(Oc3ccccc3)nc21	224.7%[activator]
COc1ccccc1NC(=O)CCC1CCCC1	0.1%
O=C(O)C(c1c[nH]c2cc(Cl)ccc12)N1CCN(c2ncc(Br)cn2)CC1 (stereo unspecified)	?

Pulled one by one from above, 3 records:
SMILES	12-LOX inh
CC(NC(=O)c1cn(C)nc1-c1ccc2c(c1)OCCCO2)C1CC1 (stereo unspecified)	-22.3%
C=C(C)Cn1c(SCC(N)=O)nc2c1c(=O)[nH]c(=O)n2C	-1.9%
O=C(CN1CCN(c2ccccc2)CC1)N1N=C(c2cc3ccccc3o2)CC1c1ccco1 (stereo unspecified)	?

Additional records.
SMILES	12-LOX inh
Cc1ccccc1C(=O)NCCc1sc2nc(-c3ccc(F)cc3)nn2c1C	?
CCCCS(=O)(=O)N[C@H]1CN(Cc2c(C)noc2C)C[C@@H]1C(C)C	45.4%[activator]
CCC(Oc1ccccc1F)C(=O)Nc1ccccc1Cl (stereo unspecified)	-20.8%
COc1ncc2nc(C)c(=O)n(Cc3ccc(F)cc3)c2n1	-18.9%
CN(C)c1ccc(C(=O)N2CCN(C/C=C/c3ccccc3)CC2)cc1	2.4%
CC(C)c1noc(C(C)Nc2ccc3oc(C(C)(C)C)nc3c2)n1 (stereo unspecified)	0.8%
CC(OC(=O)c1ccc(O)cc1)C(=O)Nc1ccc2c(c1)OCO2 (stereo unspecified)	-1.9%
Cc1cnc(C2CC2)n1C1CCCN(Cc2ccccc2)C1 (stereo unspecified)	42.5%[activator]
C#CCOC(=O)c1cccc(CS(=O)(=O)c2ccccc2)c1	3.5%
CCc1cccc(NC(=O)CN2C(=O)NC(c3ccc(Cl)cc3)C3=C2COC3=O)c1 (stereo unspecified)	-20.8%
O=C(NCC1CCOCC1)Nc1cc(F)c(F)c(F)c1	1.3%
COc1ccc(F)cc1C(=O)N1CC[C@@H]2[C@@H](CCC(=O)N2CCN)C1	?
CCCCCCNC(=O)c1cccc(NC(=O)c2ccccc2)c1	-22.0%
Cc1nc(C2CC(O)C2)cc(N2CCN(c3cnn(C)c(=O)c3)CC2)n1 (stereo unspecified)	17.5%
CC(C)C(NC(=O)C1CCC1)C(=O)N1CCN(c2ccccn2)CC1 (stereo unspecified)	32.9%[activator]
COC(=O)c1cc2c(c3c4ccccc4n(S(=O)(=O)c4ccccc4)c13)C(=O)N(Cc1ccco1)C2	?
O=C1CCCC2=C1C(c1ccc(O)c(Cl)c1)C1=C(CCCC1=O)O2	-30.2%
COc1cccc(C(=O)NC2CCCCC2)c1	-25.3%
CC(C)Sc1ccc2nn(CC(=O)Nc3ccccc3F)c(=O)n2n1	-4.7%
Cc1ccccc1NC(=O)CCS(=O)(=O)c1ccc2c(c1)NC(=O)CS2	-22.7%
O=c1c2nc(Nc3ccc(C(F)(F)F)cc3)ccc2ncn1C1CC1	0.9%[176 µM]
N/C(COc1ccc2ccccc2c1)=N\O	2.3%
COC(=O)[C@]12CCCCC=C1N(Cc1ccc3c(c1)OCO3)C(=O)[C@H](CC(=O)N1CCN(C(=O)c3ccco3)CC1)C2	-5.8%
O=C(CSc1nc2ccccc2o1)Nc1ccc(O)cc1	?
Cc1ccc(NC(=O)N[C@@H](Cc2ccccc2)C(=O)N2CCCOCCNC(=O)CC2)cc1C	27.6%
CC(OC(=O)C1=CN2CCS(=O)(=O)N=C2C=C1)C(=O)Nc1cccc(C(F)(F)F)c1 (stereo unspecified)	?
O=C(NCc1ccncc1)c1ccc(Cn2ccn3nc4c(c3c2=O)CCCC4)cc1	-15.3%
CCOc1ccccc1CNC(=O)c1cc2cn(C(C)C)cc2s1	19.3%
Cc1ccc(C)c(NC(=O)COC(=O)Cn2cnc3c2c(=O)n(C)c(=O)n3C)c1	-13.9%
Nc1[nH]c(=O)ncc1-c1ccc([N+](=O)[O-])cc1	14.2%
O=C(c1nccc2ccccc12)N1CCC2(CC1)NCCc1c2[nH]c2ccccc12	?
COc1ccc(C(=O)Nc2cc(NC(=O)c3ccc(Br)o3)ccc2OC)cc1	-25.1%
Cc1ccc([C@@H]2c3c(C)nn(-c4ccccc4)c3NC(=O)[C@H]2NC(=O)c2cccc(C)c2)cc1	?
Cc1ccccc1N1Cc2c(NCC3CCCCC3)ncnc2N(C)CC1=O	6.4%
CCOC(=O)c1cc2n(n1)CC(C)(C(=O)NCCC(C)C)N(c1ccc(OC)cc1)C2=O (stereo unspecified)	?
NC(=O)c1ccc(CN(C(=O)c2nn(-c3ccccc3)c(=O)c3ccccc23)C2CC2)cc1	1.3%
CCOC(=O)CCNC(=O)N1CCCN(C(=O)C2CC2)C(c2ccccc2)CC(=O)NCC1 (stereo unspecified)	4.6%
Cc1noc([C@@H](C)NC(=O)c2cccs2)c1C(=O)O	?
N#C/C(=C/c1ccc(OC(F)F)cc1)c1nc2ccccc2[nH]1	-3.7%
CCc1ccccc1NC(=O)C1c2ccccc2C(=O)N(CCOC)C12CCCCC2 (stereo unspecified)	6.7%
Cc1ccc(Nc2nc(CSc3nnnn3C3CC3)cs2)cc1C	?
CCc1ncc2c(=O)n(Cc3ccc(OC)cc3)ccn12	26.4%
COc1ccc(CNC(=O)N2CC(N(C3CCOCC3)S(C)(=O)=O)C2)cc1	38.7%[activator]
CC(=O)Nc1cc(C)c(O)c(-c2nc3cc(C)ccc3o2)c1	14.1%
CCOc1cccc(-c2cc(C(=O)NCCCN3CCOCC3)c3ccccc3n2)c1	-6.8%
Oc1ccc(CCNC(=S)Nc2ccc(F)cc2)cc1	1.2%
